High-throughput results as filed in PubChem BioAssay.
L3MBTL1 inh: inhibitors of human L3MBTL1. AlphaScreen L3MBTL1–H3K9me1 peptide binding. Potency, µM (series often up to 57.1 µM), for inactives: top-dose activity, negative = inhibition, most hits filed as inhibitors. 230,000 tested, 0.66% active; also: nearly all actives have a fitted effect of over 60% in size
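Read-out is AlphaScreen signal from streptavidin donor and nickel chelate acceptor beads (10 ug/mL final each) bridging L3MBTL1 (50 nM) and biotinylated K9-monomethylated H3(1-15) peptide (75 nM), after 30 min compound exposure at room temperature.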
GoLoco inh red: blocks human Gai1 binding to RGS12 GoLoco peptide, red readout. P63096. Gai1:RGS12 GoLoco peptide FP, rhodamine, 10 min. Potency, µM (doses to about 61.6 µM), inactives show at the top dose activity, negative = inhibition, hits mostly inhibitors. 230,000 tested, 0.44% active. AID 880; active = well fitted inhibition curve with a large enough effect, not every such curve was filed as active; inactive = no such curve, though single readings can be large or run the other way; also: nearly all actives have a fitted effect of over 30% in size; many of its hits are not listed in these tables
TRb-SRC2 inh: inhibitors of human thyroid hormone receptor beta-SRC2 interaction | Potency, µM (titrated, usually from 106 µM), for inactives: top-dose activity change, negative = inhibition, actives largely listed as inhibitors | AID 1469 | P10828 | TRbeta-SRC2 peptide binding, fluorescence polarization; receptor liganded with 1 µM T3 | 280,000 tested, 0.065% active;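 also: plate controls were bound peptide for no effect and peptide without receptor for full effect; nearly all actives have a fitted effect of over 50% in size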
Target sequence (P10828 whole entry, looked up): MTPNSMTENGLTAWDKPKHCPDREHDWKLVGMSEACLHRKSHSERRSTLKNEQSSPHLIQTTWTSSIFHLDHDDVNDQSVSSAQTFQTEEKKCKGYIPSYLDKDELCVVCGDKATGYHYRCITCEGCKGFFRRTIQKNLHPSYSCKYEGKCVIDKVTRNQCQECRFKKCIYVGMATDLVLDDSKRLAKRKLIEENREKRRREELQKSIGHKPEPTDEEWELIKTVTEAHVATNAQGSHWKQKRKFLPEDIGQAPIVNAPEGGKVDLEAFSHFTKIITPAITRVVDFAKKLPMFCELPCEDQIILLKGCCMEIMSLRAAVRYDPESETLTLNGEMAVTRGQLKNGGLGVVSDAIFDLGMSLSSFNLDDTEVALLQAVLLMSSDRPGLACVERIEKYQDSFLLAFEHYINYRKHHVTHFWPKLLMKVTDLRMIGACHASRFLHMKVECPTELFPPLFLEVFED
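Polarization signal, normalized between peptide-alone and full complex controls, measured compound effects on T3-liganded human TRb LBD (0.6 uM) binding 20 nM Texas Red SRC2 peptide after 5 hr.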
Tau fibril FP: inhibitors of human tau fibril formation; 280,000 tested, 0.39% active; K18 P301L tau heparin fibrillization, Alexa594 FP, 6 h; P10636; AID 1468; Potency, µM (top dose mostly 57.7 µM), for the others: top-dose activity, negative = inhibition, usual class: inhibitors; also: nearly all actives have a fitted effect of over 55% in size
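Steps: dispense K18 P301L tau (15 uM plus 0.24 uM Alexa 594 tracer, final) in pH 7 sodium acetate; add compound; add heparin (20 uM final); incubate 6 hr, 37 C; add ThT (30 uM final); after 1 hr ambient, read FP.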
RECQ1 inh: inhibitors of human RECQ1 DNA helicase; P46063; RECQ1 DNA unwinding, red fluorescence kinetic read; 240,000 tested, 0.54% active; AID 2549; Potency, µM (titrated, usually from 57.3 µM), for inactives: at the top dose activity, negative = inhibition, actives largely listed as inhibitors;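 also: plate controls were vehicle for no effect and no enzyme for full effect; nearly all actives have a fitted effect of over 30% in size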
Target sequence (P46063 whole entry, looked up): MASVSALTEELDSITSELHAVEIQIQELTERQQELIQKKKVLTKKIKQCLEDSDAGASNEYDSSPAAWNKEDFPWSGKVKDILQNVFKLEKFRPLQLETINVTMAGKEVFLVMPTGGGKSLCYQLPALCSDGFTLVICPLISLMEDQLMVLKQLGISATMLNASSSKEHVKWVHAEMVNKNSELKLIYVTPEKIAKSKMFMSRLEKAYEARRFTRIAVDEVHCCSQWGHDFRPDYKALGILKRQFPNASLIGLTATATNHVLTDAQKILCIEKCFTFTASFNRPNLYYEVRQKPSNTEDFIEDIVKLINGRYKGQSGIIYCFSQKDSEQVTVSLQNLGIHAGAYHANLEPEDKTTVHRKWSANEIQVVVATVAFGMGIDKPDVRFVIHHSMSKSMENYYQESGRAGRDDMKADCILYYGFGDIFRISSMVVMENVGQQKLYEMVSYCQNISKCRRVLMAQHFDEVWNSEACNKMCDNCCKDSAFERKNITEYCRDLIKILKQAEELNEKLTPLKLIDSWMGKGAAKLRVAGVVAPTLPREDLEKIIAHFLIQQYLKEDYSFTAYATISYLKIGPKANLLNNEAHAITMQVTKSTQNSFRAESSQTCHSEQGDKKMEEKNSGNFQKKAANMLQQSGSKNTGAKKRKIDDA
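50 nM RECQ1T1 preincubated 15 min with compound in Tris pH 8.0 buffer with MgCl2, DTT, Tween-20 and 2.5 ug/ml poly(dI-dC); started with 200 nM TAMRA/BHQ-2 forked duplex and 2 mM ATP. Unwinding read as fluorescence (525/598 nm), two reads 2 h apart.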
Tau fibril ThT: tau fibrillization inhibition (ThT binding). P10636. recombinant tau K18 P301L (four-repeat tau fragment), heparin-induced fibrillization, ThT fluorescence. Potency, µM (highest dose often 57.4 µM), for inactives: top-dose activity, negative = inhibition, usual class: inhibitors. 270,000 tested, 2.1% active. AID 1460; also: nearly all actives have a fitted effect of over 55% in size
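Heparin-induced fibrillization of the P301L-mutant K18 repeat-domain fragment of human tau was followed by ThT binding in quantitative high-throughput format.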
TR SRC2 fluor cs: Texas Red fluorescence interference in TRb-SRC2 counter-screen | 280,000 tested, 0.29% active | Potency, µM (series often up to 106 µM), without a hit: top-dose fluorescence change, negative = quenching | TRb/SRC2 Texas Red total fluorescence interference; active = well fitted curve in either direction with a large enough effect; inconclusive = small, poorly fitted or top-dose-only effect
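Flags fluorescent or light-absorbing compounds by total fluorescence, S + 2P, at 555 nm excitation and 632 nm emission. Mixture: 20 nM Texas Red SRC2 peptide, 0.6 uM human TRb LBD, 1 uM T3, 5% DMSO; compound exposure 5 h at ambient temperature.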
JMJD2E inh: blocks human JMJD2E demethylase activity | 230,000 tested, 1.6% active | Potency, µM (series often up to 57.1 µM), for inactives: at the top dose activity change, negative = inhibition, usual class: inhibitors | JMJD2E catalytic domain, FDH-coupled NADH fluorescence (FDH is formaldehyde dehydrogenase) | B2RXH2; active = well fitted inhibition curve with a large enough effect, not every such curve was filed as active; inconclusive = small, poorly fitted or top-dose-only effect, or another doubt; inactive = no such curve, though single readings can be large or run the other way;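 also: 0% = wells with enzyme and -100% = buffer wells without enzyme; nearly all actives have a fitted effect of over 50% in size; many of its hits are not listed in these tables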
Active calls of the source: *; i = inactive; ? = inconclusive; . = no result given; [ ] = another dose, or the depositor's remark. Unless noted, calls follow the shape of the dose curve; as a rule, active = well fitted curve in the direction sought with a large enough effect; inconclusive = small, poorly fitted or top-dose-only effect, or another doubt; inactive = no such curve, though single readings can be large; an effect the other way counts as inactive or inconclusive. Unless noted, % is scaled to controls: 0 for no effect and ±100 for the full control effect; potency is read from the fitted curve at half-maximal effect. Some of the compounds tested. The share of hits here may be higher or lower than overall.

SMILES | L3MBTL1 inh | GoLoco inh red | TRb-SRC2 inh | Tau fibril FP | RECQ1 inh | Tau fibril ThT | TR SRC2 fluor cs | JMJD2E inh
Cc1cccc2nc3ccccc3nc12 | 13% | 9% | -2% | 0% | -1% | -8% | 2% | -2%
CCOC(=O)c1ccc(NC(=O)CCC(=O)OC)cc1 | 0% | -10% | 1% | 3% | 3% | -7% | -3% | 4%
Cc1cc(NC(=O)/C=C/c2ccccc2)c(C(C)C)cc1O | -10% | 0% | 5% | -10% | i | -4% | -1% | -18%
O=C(CN1CCCN(Cc2ccc(F)cc2Cl)C1=O)NCc1ccccc1 | 7% | 3% | -7% | 2% | -7% | -17% | 0% | 5%
Cn1c(=O)c(C#N)c(-c2ccc(F)cc2)c2cc(C(=O)c3cc(Cl)cc(Cl)c3O)cnc21 | -3% | 16% | 3% | 1% | -1% | 14µM* | -5% | -13%
CCc1nnc(NC(=O)c2ccc(S(C)(=O)=O)cc2)s1 | 9% | 13% | 5% | 0% | -5% | -2% | -4% | -2%
CCOC(=O)c1ccc(N2CN(CCc3ccccc3)CNC2=S)cc1 | 1% | 7% | 4% | -2% | -1% | -5% | -12% | 5%
O=C(COCc1cc(-c2ccc3c(c2)OCO3)on1)Nc1cccc(O)c1 | . | . | 1% | -12% | . | ? | 6% | .
Cc1cccc(OCc2nnc(SCC(=O)Nc3cc(C)on3)n2C)c1 | . | -2% | -7% | ? | -4% | ? | -7% | 3%
O=C(c1ccc([N+](=O)[O-])s1)N1CCc2ccccc2C1 | . | 4% | -4% | -2% | i | ? | 3% | 4%

Next part, starting with the last three of the part before.
SMILES | L3MBTL1 inh | GoLoco inh red | TRb-SRC2 inh | Tau fibril FP | RECQ1 inh | Tau fibril ThT | TR SRC2 fluor cs | JMJD2E inh
O=C(COCc1cc(-c2ccc3c(c2)OCO3)on1)Nc1cccc(O)c1 | . | . | 1% | -12% | . | ? | 6% | .
Cc1cccc(OCc2nnc(SCC(=O)Nc3cc(C)on3)n2C)c1 | . | -2% | -7% | ? | -4% | ? | -7% | 3%
O=C(c1ccc([N+](=O)[O-])s1)N1CCc2ccccc2C1 | . | 4% | -4% | -2% | i | ? | 3% | 4%
COc1ccc(C2CC(c3ccc(F)cc3)n3nc(NC(=O)c4ccco4)nc3N2)cc1 (centres undefined) | -11% | 8% | -4% | -2% | -2% | -7% | -2% | 2%
O=C(COc1ccccc1-c1ccccc1)N/N=C/c1ccc2ccccc2c1 | 1% | 2% | 11% | ? | -10% | 1% | -1% | ?
Cc1cccc(N2CCC(N3CCN(C4CCCCC4)C(CCO)C3)CC2)c1C (centres undefined) | 16µM* | 11% | -5% | -57% | ? | 10µM* | -15% | ?
COc1ccc(NC(=O)CN(c2ccc([N+](=O)[O-])cc2)S(=O)(=O)c2ccccc2)cc1 | -3% | -34% | 3% | -10% | 5% | 5% | -4% | -6%
Cc1ccccc1NC(=O)CCN1C(=O)CSC1=O | -6% | -3% | -4% | -13% | i | -11% | 2% | -6%
CCc1ccc(Oc2nc3c(C)cccn3c(=O)c2/C=C(\C#N)c2nc3ccccc3[nH]2)cc1 | . | . | 4% | 2% | . | ? | 1% | .
CCOC(=O)c1c(C)[nH]c(C)c1S(=O)(=O)N1CCC(C(=O)NCc2ccc(N(C)C)cc2)CC1 | . | . | 4% | -3% | . | ? | 0% | .
CCOC(=O)c1c(C)[nH]c(C(=O)OCC(=O)Nc2cc(Cl)ccc2OC)c1C | 0% | -55% | 12% | -2% | -9% | 8% | 0% | 2%
Cc1coc2c(C)c3oc(=O)c(CC(=O)N4CCCCC4)c(C)c3cc12 | . | . | -3% | -3% | . | -10% | -1% | .
COc1cccc(C2C(C(=O)OCc3ccccc3)=C(C)Nc3ncnn32)c1OC (centres undefined) | . | -5% | -3% | 9% | -2% | -21% | -2% | -8%
CC(C)(C)n1cc(S(=O)(=O)c2ccccc2)[nH]c1=O | . | -9% | 6% | 2% | i | -6% | 0% | 17%
COc1cccc(CNC(=O)Cn2c(C)c3cnn(-c4ccccc4)c(=O)c3c2C)c1 | . | . | 6% | -12% | . | 0% | -2% | .
CC1CCCCN1C(=O)c1ccc(NC(=O)c2ccccc2Cl)cc1 (centres undefined) | 1%[11.4 µM] | 13% | 1% | -1% | i | -6% | -3% | 12%
Cc1cc([N+](=O)[O-])nn1CC(=O)c1ccccc1 | -2% | 13% | 9% | 3% | 19% | -7% | 0% | 0%
CC1=C(C(=O)Nc2ccccc2C)C(c2ccc(C)o2)NC(=S)N1 (centres undefined) | 0% | -11% | -1% | -4% | -2% | -3% | -3% | -11%
N#CCCN1CCN(C2=NC(=O)/C(=C\c3cccs3)S2)CC1 | 27% | -5% | -5% | 2% | -8% | ? | -6% | 1%
Cc1ccc(S(=O)(=O)N2CCOCC2)cc1C(=O)O | 1% | . | 2% | 3% | -8% | -2% | -2% | 2%
CCN(CC)S(=O)(=O)c1ccc(NC(=O)COC(=O)c2cc(S(=O)(=O)Nc3ccc(OC)cc3)ccc2O)cc1 | ? | 89%[activator] | 5% | -1% | 1% | 3% | -1% | 2%
CCOC(=O)C1(CCOc2ccccc2)CCN(Cc2ccc(COC)o2)CC1 | -11% | 3% | -1% | -3% | i | -6% | -6% | 4%
CCOc1ccc(CCNC(=O)Cn2nc(CC)n3c(cc4sccc43)c2=O)cc1 | . | . | 5% | 1% | . | -4% | -19% | .

Single records (already shown). Order of values: L3MBTL1 inh | GoLoco inh red | TRb-SRC2 inh | Tau fibril FP | RECQ1 inh | Tau fibril ThT | TR SRC2 fluor cs | JMJD2E inh
CCOc1ccc(CCNC(=O)Cn2nc(CC)n3c(cc4sccc43)c2=O)cc1 across the screens: . | . | 5% | 1% | . | -4% | -19% | .
Cc1cc([N+](=O)[O-])nn1CC(=O)c1ccccc1 across the screens: -2% | 13% | 9% | 3% | 19% | -7% | 0% | 0%
CCN(CC)S(=O)(=O)c1ccc(NC(=O)COC(=O)c2cc(S(=O)(=O)Nc3ccc(OC)cc3)ccc2O)cc1 across the screens: ? | 89%[activator] | 5% | -1% | 1% | 3% | -1% | 2%

Going on with the list:
SMILES | L3MBTL1 inh | GoLoco inh red | TRb-SRC2 inh | Tau fibril FP | RECQ1 inh | Tau fibril ThT | TR SRC2 fluor cs | JMJD2E inh
O=C(c1ccncc1)N1c2ccccc2Sc2ccccc21 | 8% | -7% | -4% | 8% | -2% | -5% | -1% | 4%
Cc1cccc(OCc2nc3ccccc3c(=O)n2N)c1 | . | 9% | -12% | -11% | i | -10% | 1% | -7%
CSc1nsc(SCC(=O)N2CCN(c3ccccc3)CC2)n1 | . | -15% | 6% | -4% | -19% | ? | -6% | -9%
COc1ccccc1CNC(=O)c1oc2ccc3c(c2c1C)C(=O)CC(C)(C)O3 | . | . | 6% | 2% | . | ? | -34% | .
CCC(C)NC(=O)Cn1ncc2c(C)n(Cc3ccc(F)cc3)c(C)c2c1=O (centres undefined) | . | . | -4% | -3% | . | -6% | 0% | .
C[C@@H]1C=C(C(=O)N2CCN(Cc3ccccc3)CC2)O[C@H](OCc2ccc(CO)cc2)C1 | 9% | -10% | -2% | 4% | -9% | 0% | 0% | 8%
Cc1csc(NC(=O)c2ccccc2O)n1 | 46%[activator] | -1% | -16% | -4% | i | 0% | -7% | ?
CCc1ccc(Cn2c(CNS(=O)(=O)c3ccc(C)c(C)c3)nc3cccnc32)cc1 | . | . | 0% | 9% | . | -9% | -2% | .
Cc1ccc(NC(=O)C2C3/C=C\CCCCC32)cc1C (centres undefined) | -1% | 0% | 3% | 2% | 2% | -4% | -4% | 11%
CN1CCC(N(C)C(=S)Nc2ccc(F)cc2)CC1 | -20% | 20% | 0% | -5% | i | -3% | -2% | 8%

Reformatted as comma-separated lines: 2 of the compounds above.
SMILES,L3MBTL1 inh,GoLoco inh red,TRb-SRC2 inh,Tau fibril FP,RECQ1 inh,Tau fibril ThT,TR SRC2 fluor cs,JMJD2E inh
CCC(C)NC(=O)Cn1ncc2c(C)n(Cc3ccc(F)cc3)c(C)c2c1=O (centres undefined),.,.,-4%,-3%,.,-6%,0%,.
C[C@@H]1C=C(C(=O)N2CCN(Cc3ccccc3)CC2)O[C@H](OCc2ccc(CO)cc2)C1,9%,-10%,-2%,4%,-9%,0%,0%,8%

(listing goes on)
SMILES | L3MBTL1 inh | GoLoco inh red | TRb-SRC2 inh | Tau fibril FP | RECQ1 inh | Tau fibril ThT | TR SRC2 fluor cs | JMJD2E inh
COc1ccc(N2C(=O)CC(C#N)=C2N)cc1 | -1% | 0% | -5% | -8% | -10% | ? | -2% | 24%
O=C(COc1ccc([N+](=O)[O-])cc1Cl)NCC1CCCO1 (centres undefined) | . | 7% | 3% | -15% | -1% | -12% | 0% | -3%
Oc1c(C(c2ccccn2)N2CCC(Cc3ccccc3)CC2)cc(Cl)c2cccnc12 (centres undefined) | . | 12% | -17% | 6% | 27% | ? | -3% | ?
O=C(NCCN1CCOCC1)Nc1ccc(Cl)cc1Cl | . | -4% | -2% | 2% | -1% | 3% | -2% | 7%
CCN(CC(=O)NCc1ccc(Cl)cc1)Cc1cc(=O)n2ccsc2n1 | . | 5% | 3% | 4% | -7% | -1% | 0% | -16%
CC1CCCCN1CC(=O)NCc1ccc2c(c1)OCO2 (centres undefined) | . | -10% | -17% | -8% | i | 3% | 2% | -2%
O=C(N/C(=C\c1cccc([N+](=O)[O-])c1)C(=O)N(CCO)CCO)c1ccco1 | 7% | 1% | 1% | 2% | i | 5% | -2% | -9%
Cc1cccc(C)c1N1CCN(c2ccc3nnc(C(F)(F)F)n3n2)CC1 | . | 11% | 10% | -2% | i | ? | 2% | 1%
Cn1c(=O)n(CC#N)c2ccccc21 | -5% | 1% | -11% | -9% | -2% | 0% | 1% | 2%

Only RECQ1 inh and Tau fibril ThT, for some of the entries so far:
Molecule | RECQ1 inh | Tau fibril ThT
CC1CCCCN1CC(=O)NCc1ccc2c(c1)OCO2 (centres undefined) | i | 3%
O=C(N/C(=C\c1cccc([N+](=O)[O-])c1)C(=O)N(CCO)CCO)c1ccco1 | i | 5%
CCN(CC(=O)NCc1ccc(Cl)cc1)Cc1cc(=O)n2ccsc2n1 | -7% | -1%
